Screening results (PubChem BioAssay)
GLS inhibitor: blocks human kidney-isoform glutaminase activity. O94925. GLS enzymatic activity, qHTS titration. Potency, µM (series often up to 45.5 µM), for inactives: at the highest dose activity change, negative = inhibition, hits mostly inhibitors. actives 0.21% (n = 410,000); further: potency means the concentration at half of the fitted maximal effect; on the % scale 0 is the no-effect control and ±100 the full control effect
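Compounds were pin-transferred onto hKGA, after which L-glutamine (1 mM solution) and a detection mix of glutamate oxidase, HRP and Amplex Red were added. Initial and 30 min RT fluorescence reads were collected.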
TrxR1 substrate: rat thioredoxin reductase 1 substrate activity. actives 0.01% (n = 390,000). purified TrxR1 substrate turnover, NADPH consumption readout. Potency, µM (top dose mostly 114 µM), for inactives: top-dose activity change, negative = substrate turnover; further: potency means the concentration at half of the fitted maximal effect; on the % scale 0 is the no-effect control and ±100 the full control effect; nearly all actives have a fitted effect of over 50% in size
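Rat TrxR1, dispensed at 90 nM, was prereduced with 400 uM NADPH (final) for 5 min at ~22 deg C, then incubated with compound 15 min before 400 uM selenite. A first-read NADPH fluorescence drop versus no-compound background flagged substrates.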
Pin1 inh: inhibitors of human Pin1 | Q13526 | Pin1 FP peptide displacement, HiFluor488, 10 min | Potency, µM (highest dose often 115 µM), for inactives: top-dose activity, negative = inhibition, most hits filed as inhibitors | actives 0.009% (n = 390,000) | AID 504891; active means well fitted inhibition curve with a large enough effect in the polarisation, with a control signal flat, not every such curve was filed as active; inconclusive means small, poorly fitted or top-dose-only effect, or effect the other way, or a change in a side signal; inactive means no such curve, though single readings can be large or run the other way; the % refers to the polarisation; further: potency means the concentration at half of the fitted maximal effect; on the % scale 0 is the no-effect control and ±100 the full control effect
Target sequence (Q13526 whole entry, looked up): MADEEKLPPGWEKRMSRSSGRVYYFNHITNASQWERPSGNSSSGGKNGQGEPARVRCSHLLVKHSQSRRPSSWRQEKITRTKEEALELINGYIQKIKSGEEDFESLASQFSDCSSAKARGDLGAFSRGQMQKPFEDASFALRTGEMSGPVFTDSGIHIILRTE
IDH1 R132H inh: human IDH1 R132H inhibition | actives 0.093% (n = 390,000) | IDH1-R132H enzyme, NADPH consumption, diaphorase/resazurin fluorescence | O75874 | Potency, µM (titrated, usually from 76.6 µM), inactives show at the highest dose activity change, negative = inhibition, hits mostly inhibitors | AID 602179; further: potency means the concentration at half of the fitted maximal effect; on the % scale 0 is the no-effect control and ±100 the full control effect; nearly all actives have a fitted effect of over 65% in size
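IDH1-R132H (0.5 ug/mL dispensed) in pH 7.5 Tris buffer was preincubated 30 min with compound, then given a substrate mix of 0.016 mM NADPH and 2 mM alpha-KG for 80 min at room temperature; remaining NADPH was read by diaphorase/resazurin fluorescence.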
PI4K2A block: inhibitors of human PI4K2A; Q9BTU6; AID 1346378; activity change, negative = inhibition, % at 76.9 µM; purified PI4K2A, ADP-Glo luminescence, 1 h; active compounds read low; actives 0.13% (n = 420,000); in the data active means activity change below about -50%; inconclusive means mostly about -30% to -49%;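 further: -100% = wells without enzyme as full effect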
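PI4K2A activity was measured by ADP-Glo luminescence: enzyme (4 ug/mL stock) and phosphatidylinositol (1.2 mM stock) in Tris pH 7.5/MgCl2/EGTA/Triton X-100 buffer were reacted with ATP (300 microM stock) for one hour at ambient temperature.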
Tb PGK inh: inhibitors of T. brucei phosphoglycerate kinase; Potency, µM (doses to about 57.5 µM), without a hit: at the top dose activity change, negative = inhibition, actives largely listed as inhibitors; actives 0.043% (n = 380,000); AID 602233; P07378; PGK/GAPDH coupled, Kinase-Glo luminescence, 60 min; further: potency means the concentration at half of the fitted maximal effect; on the % scale 0 is the no-effect control and ±100 the full control effect; nearly all actives have a fitted effect of over 60% in size
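Recombinant glycosomal PGK reaction used 1,3-bisphosphoglycerate generated in-well by GAPDH (100nM final) in 100mM TEA pH 7.6, 5mM MgCl2, 0.01% Tween-20. After 60 minutes at room temperature, ATP was read by Kinase-Glo Plus luminescence end-point.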
TrxR1 inh: inhibitors of rat thioredoxin reductase 1 | actives 1% (n = 390,000) | recombinant rTrxR1, NADPH fluorescence consumption, selenite substrate | AID 588453 | O89049 | Potency, µM (titrated, usually from 114 µM), without a hit: at the top dose activity change, negative = inhibition, actives largely listed as inhibitors; further: potency means the concentration at half of the fitted maximal effect; on the % scale 0 is the no-effect control and ±100 the full control effect; nearly all actives have a fitted effect of over 65% in size
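Rat TrxR1 (90 nM in the dispensed reagent) was pre-reduced with 400 uM NADPH for 5 min at room temperature, then incubated with compound for 15 min. After 400 uM selenite was added, NADPH fluorescence (Ex 340/Em 450 nm) was followed for 8 min.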
HP1b chromo inh: blocks HP1-beta chromodomain binding to methylated histone tails; Potency, µM (series often up to 114 µM), for the others: at the top dose activity change, negative = inhibition, usual class: inhibitors; actives 0.56% (n = 390,000); P83916; AID 540317; AlphaScreen HP1-beta / biotin-H3K9me3 peptide binding; further: potency means the concentration at half of the fitted maximal effect; nearly all actives have a fitted effect of over 70% in size; inactives centre near 23
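HP1-beta protein (50 nM final) preincubated 30 min at room temperature with biotinylated H3(1-18)K9me3 peptide (50 nM) in PBS pH 7.4, 0.01% Tween-20, then compound added for 30 min. AlphaScreen streptavidin donor/nickel chelate acceptor beads (10 ug/mL final), 30 min dark, luminescence read.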
USP1-UAF1 inh: blocks the human USP1/UAF1 deubiquitinase complex; recombinant USP1/UAF1, Ub-Rhodamine cleavage fluorescence; Potency, µM (doses to about 57.1 µM), for inactives: at the top dose activity change, negative = inhibition, hits mostly inhibitors; actives 0.23% (n = 390,000); AID 743255; further: potency means the concentration at half of the fitted maximal effect; on the % scale 0 is the no-effect control and ±100 the full control effect; nearly all actives have a fitted effect of over 60% in size; inactives centre near -12
Target sequence (O94782 whole entry, looked up): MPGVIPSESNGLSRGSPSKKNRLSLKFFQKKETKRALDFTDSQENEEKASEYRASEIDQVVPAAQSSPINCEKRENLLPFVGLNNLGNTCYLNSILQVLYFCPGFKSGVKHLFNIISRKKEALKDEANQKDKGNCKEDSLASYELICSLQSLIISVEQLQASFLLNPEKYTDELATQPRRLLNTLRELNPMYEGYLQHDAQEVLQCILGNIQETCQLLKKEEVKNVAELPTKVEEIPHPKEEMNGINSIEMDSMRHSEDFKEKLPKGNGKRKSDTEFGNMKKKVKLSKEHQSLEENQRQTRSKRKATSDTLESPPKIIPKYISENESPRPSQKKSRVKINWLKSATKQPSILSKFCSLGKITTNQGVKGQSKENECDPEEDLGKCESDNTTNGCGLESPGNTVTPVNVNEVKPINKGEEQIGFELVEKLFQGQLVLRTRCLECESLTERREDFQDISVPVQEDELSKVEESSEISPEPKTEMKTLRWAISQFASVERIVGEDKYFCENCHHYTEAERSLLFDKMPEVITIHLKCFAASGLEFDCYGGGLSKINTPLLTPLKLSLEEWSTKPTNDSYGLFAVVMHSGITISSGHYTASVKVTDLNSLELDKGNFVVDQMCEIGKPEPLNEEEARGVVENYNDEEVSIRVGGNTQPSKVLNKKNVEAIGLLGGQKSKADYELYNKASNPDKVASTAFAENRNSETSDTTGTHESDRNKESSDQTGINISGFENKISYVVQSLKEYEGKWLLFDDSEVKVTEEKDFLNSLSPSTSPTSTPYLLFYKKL
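High-throughput fluorogenic screen: 1nM USP1/UAF1 complex, Ub-Rho substrate 150nM final, 50mM HEPES pH 7.8 with 0.5mM EDTA, 0.1 mg/ml BSA, 1mM TCEP and 0.01% Tween-20.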
* marks the source's active call; other numbers are inactive results; i = inactive; u = inconclusive; x = not tested or not shown; & = joins results of further samples; [ ] = dose if it differs, or a comment. Unless noted, the call rests on the fitted dose curve; in most records, active means well fitted curve in the direction sought with a large enough effect; inconclusive means small, poorly fitted or top-dose-only effect, or another doubt; inactive means no such curve, though single readings can be large; an effect the other way counts as inactive or inconclusive. A portion of the library. The share of hits here may be higher or lower than overall.

Values run as follows: GLS inhibitor	TrxR1 substrate	Pin1 inh	IDH1 R132H inh	PI4K2A block	Tb PGK inh	TrxR1 inh	HP1b chromo inh	USP1-UAF1 inh
Cc1ccc([C@H]2C[C@H](O)[C@@H](n3cc(COC(=O)c4ccccc4)nn3)CN2Cc2cccs2)cc1
    10%	x	x	-2%	-4	6%	x	x	-13%
COc1cc(Br)cc(C(c2c(C)n(C)n(-c3ccccc3)c2=O)c2c(C)n(C)n(-c3ccccc3)c2=O)c1O
    u	3%[57.1 µM]	-4%	17%	-5	-4%	16%[57.1 µM]	1%	1%
CC(C)CN(C(=O)COC(=O)/C=C/c1ccccc1)C1CCS(=O)(=O)C1 (centres undefined)
    0%	1%	3%	12%	-3	-5%	5%	26%	-11%
O=C(CS(=O)(=O)c1cn(CC(=O)N2CCOCC2)c2ccccc12)Nc1ccccc1
    -9%	7%	0%	-7%	12	-12%	6%	44%[activator]	-10%
Clc1ccc(-c2nc3ccc(Br)cn3c2Cc2ccccc2)cc1
    -2%	x	x	17%	-7	-6%	x	x	-27%
O=C(Nc1cccc(S(=O)(=O)Nc2ccc(Cl)cc2)c1)c1ccc2c(c1)OCCO2
    7%	-8%	7%	-9%	3	6%	-11%	25%	-12%
Cc1cc(=O)n(Cc2ccccc2)c2c(C)cccc12
    -9%	-4%[11.4 µM]	-10%	0%	-1	-11%	-6%[11.4 µM]	110%[activator]	-7%
Nc1nnc(SCC(=O)Nc2cccc(S(N)(=O)=O)c2)s1
    -3%	4%	-4%	10%	-1	-3%	12%	44%[activator]	-24%
COc1ccc(Cc2nc3ccc(C(=O)N(C)CCCN4CCOCC4)cc3o2)cc1
    1%	8%[57.1 µM]	0%	1%	-2	-3%	13%[57.1 µM]	36%[activator]	u
Cc1cccc2c1NC(=O)C2=O
    u	6%	u	6%	-2	-21%	-8%	-12%	-11%
O=C(CSc1nc2ccccc2c(=O)n1NC(=O)Cc1ccccc1)NCCc1ccccc1
    -5%	-2%	-11%	8%	-4	-1%	15%	14%	-1%
N#Cc1ccc[n+](CC(=O)c2ccc(Cl)cc2)c1
    3%	6%[57.1 µM]	u	6%	-3	-5%	-5%[57.1 µM]	36%	-7%
CC1CCCCN1C(=O)CSc1nc2ccccc2nc1Cc1ccccc1 (centres undefined)
    -8%	-3%[57.1 µM]	-1%	-5%	-3	-2%	21%[57.1 µM]	35%[57 µM]	-6%
Cc1cc(C(=O)COC(=O)C2=NNC(=O)CC2)c(C)n1CCc1ccccc1
    0%	3%	-1%	-1%	-4	i	9%	8%	-25%
COc1cc(C(=O)N2CCN(C(=O)C3CC3)CC2)cc(OC)c1OC
    7%	11%[57.1 µM]	-4%	9%	1	-1%	23%[57.1 µM]	15%	-6%
COc1ccccc1NC(=O)C(=O)N1N=C(C(C)C)CC1(O)C(F)(F)F (centres undefined)
    13%	5%	3%	2%	0	-3%	-1%	15%	u
COc1ccc(/C=C/c2nc(S(=O)(=O)c3ccccc3)c(NCCCN(C)C)o2)cc1OC
    -19%	12%	7%	10%	-4	i	u	63%[activator]	-25%
COc1ccc(NC(=O)CC2Oc3ccc(C)cc3NC2=O)cc1 (centres undefined)
    -1%	1%[57.1 µM]	-3%	1%	-3	0%	-13%[57.1 µM]	36%	1%
CCOc1ccc(C(C(=O)NCC2CCCO2)N(C(=O)c2snc(C(N)=O)c2N)c2cccc(F)c2)cc1 (centres undefined)
    1%	29%	5%	-4%	1	-3%	8%	-6%	-13%
CCOC(=O)C1CCCN(S(=O)(=O)c2cccc3cccnc23)C1 (centres undefined)
    -4%	-13%	0%	1%	3	i	-22%	48%[activator]	-9%
CCC(C(=O)N1CCN(c2ccccc2OC)CC1)c1ccccc1 (centres undefined)
    24%	-10%	-3%	5%	-1	5%	-9%	27%	-9%
CC(NC(=O)NC(=O)c1ccc(Cl)cc1)c1ccccc1 (centres undefined)
    0%	-1%	-7%	2%	-2	7%	23%	25%	-8%
O=C(N/N=C/c1ccc[nH]1)c1ccc2c(c1)OCO2
    -17%	-8%[57.1 µM]	4%	4%	4	i	24%[57.1 µM]	11%	-9%
COc1cc(C(=O)c2ccccc2)c([N+](=O)[O-])cc1OC
    -1%	-2%	3%	-4%	-5	-7%	22%	4%	-14%
CCc1ccc(S(=O)(=O)N2c3ccc(C)cc3C3CN(C)CCC32)cc1 (centres undefined)
    14%	-2%	-14%	6%	2	-4%	-5%	5%	2%
Cc1ccc(-c2nnn3c2nc(NCCc2ccccc2)c2ccccc23)cc1
    0%	5%	2%	-8%	-8	5%	17%	48%[activator]	-31%
O=C(Cn1c(=O)n(CCC(=O)N2CCCCC2)c(=O)c2sccc21)NCc1ccccc1
    3%	3%	5%	5%	6	-7%	22%	10%	-19%
N#CC1(NC(=O)COC(=O)c2ccc(Cl)nc2)CCCCC1
    -2%	-7%[57.1 µM]	13%	10%	-1	-9%	0%	29%	-5%
Cc1cccc(-c2ccc3[nH]c4c(c3c2)CCN2C[C@H]3[C@H](C)ON(C)[C@H]3C[C@@H]42)c1
    4%	x	x	-12%	2	-10%	x	x	u
CC(C)c1ccc(NC(=O)COc2nnc(-c3cccs3)c(-c3cccs3)n2)cc1
    -11%	-8%	44%[activator]	1%	-1	3%	-16%	40%[activator]	-10%
CC(=O)Nc1cccc(C(=O)N(CCc2ccccc2)Cc2ccccc2)c1
    9%	-4%	1%	11%	-8	-2%	-2%	4%	-11%
O=C(Nc1ccccc1Cl)c1ccc([N+](=O)[O-])o1
    -3%	-7%	4%	-4%	-7	-7%	-4%	25%	-20%
CC1CC(C)CN(CCCNC(=O)c2ccc(CS(=O)(=O)Cc3ccccc3F)o2)C1 (centres undefined)
    14%	-7%	-1%	-6%	2	12%	-12%	19%	7%
OCC1(Cc2ccccc2)CCCN(Cc2ccc(-c3ccco3)cc2)C1 (centres undefined)
    -2%	8%	42%[activator]	-7%	6	-8%	-9%	-23%	-16%
O=C(Nc1ccncc1)Nc1cccc(C(F)(F)F)c1
    2%	-2%	0%	-6%	1	-2%	12%	36%	-21%
Cc1ccc(NC(=O)c2nc[nH]c2C(=O)N2CCN(C(=O)OC(C)(C)C)CC2)cc1
    1%	-1%	-7%	-9%[38.3 µM]	1	3%	-1%	38%	u
Cc1ccccc1NC(=O)OCc1ccccc1
    11%	-7%	-4%	-7%	1	2%	-4%	49%[activator]	-7%
Cc1ccc(-c2nnc(SCC(=O)NC3CC3)o2)cc1
    -8%	-1%	-1%	9%	3	6%	6%	2%	-14%
O=C(c1ccccc1)c1c[nH]c(C(=O)NNc2ccccc2)c1
    -20%	-1%	-5%	8%	2	1%	12%[57.1 µM]	25%	2%
CCOC(=O)N1CCN(c2cc(C)nc3nc(C)nn23)CC1
    6%	6%[57.1 µM]	-1%	3%	-3	-8%	11%[57.1 µM]	55%[activator]	-17%
CC(C)c1ccc(NC(=O)COC(=O)CCC(=O)c2cccs2)cc1
    1%	6%[57.1 µM]	-9%	10%	-4	-7%	-4%[57.1 µM]	14%	-16%
CCC(C)c1ccc(OCC(=O)Nc2cccc3ccc(C)nc23)cc1 (centres undefined)
    -7%	-4%	31%[activator]	14%	2	i	22%	64%[activator]	-8%
CCc1ccc(CNC(=O)Cn2nc(C)c3c(C)n(-c4ccc(C)cc4)nc3c2=O)cc1
    0%	7%	-1%	-1%	-4	10%	20%	42%[activator]	3%
CCC(C)CCN1C(N(C)C)=NC[C@@H]1Cc1ccccc1 (some centres undefined)
    3%	1%	-2%	8%	-5	-2%	14%	32%	-8%
O=C(NCC(c1ccc(Cl)cc1)N1CCCCC1)c1ccc(F)cc1 (centres undefined)
    2%	6%	-1%	5%	-2	i	18%	40%[activator]	-7%
Cc1cc(NC(=O)C2CC(c3cccc(Br)c3)=NO2)no1 (centres undefined)
    -4%	-2%	6%	-1%	0	x	14%	44%[activator]	-7%
c1ccc(C2=NCCCN2)cc1
    -1%	9%	13%	-1%	-2	-3%[11.5 µM]	18%	16%	-16%
COC(=O)c1ccc2[nH]c(C)c(CN3CCCC3)c(=O)c2c1
    -3%	29%	2%	-3%	2	i	4%	49%	-7%
CS(=O)(=O)c1ccc(NC(=O)CCN2C(=O)C3CC=CCC3C2=O)cc1 (centres undefined)
    20%	-8%	-5%	0%	0	4%	-21%	23%	-11%
Cc1ccn2c(NCc3ccccc3)c(-c3cccc(SC4CCCCC4)c3)nc2c1
    24%&1%	43%[activator]	7%	10%	-2&3	i	9%	30%	u
Cc1cc(-n2c(SCC(=O)NCc3ccccc3)nc3ccsc3c2=O)ccc1Cl
    2%	-1%[57.1 µM]	14%	2%	1	i	6%[57.1 µM]	18%	-15%

Looked up one by one from the entries so far (two):
Values run as follows: GLS inhibitor	TrxR1 substrate	Pin1 inh	IDH1 R132H inh	PI4K2A block	Tb PGK inh	TrxR1 inh	HP1b chromo inh	USP1-UAF1 inh
O=C(Nc1ccccc1Cl)c1ccc([N+](=O)[O-])o1
    -3%	-7%	4%	-4%	-7	-7%	-4%	25%	-20%
O=C(CSc1nc2ccccc2c(=O)n1NC(=O)Cc1ccccc1)NCCc1ccccc1
    -5%	-2%	-11%	8%	-4	-1%	15%	14%	-1%
